Screens deposited in PubChem by several laboratories.
BoNT-F LC inh – BoNT F light chain protease inhibition | inhibition, % at 10 µM | Multiplex microsphere protease cleavage assay, flow cytometry | AID 588497 | 360,000 tested, 0.22% active; in the data active = inhibition above about 35%, passing the limit was not always enough; inconclusive = no clear call, values can overlap the other calls; note: plate controls were buffer without enzyme for full effect and enzyme alone for no effect
MazEF act – MazEF (E. coli) toxin RNase activation. FAM/BHQ RNA-DNA oligo cleavage fluorescence, 5 h. activation, % at 20 µM. 350,000 tested, 0.32% active. AID 504720; in the data active = activation above about 50%
Target sequence (P0AE70 whole entry, looked up): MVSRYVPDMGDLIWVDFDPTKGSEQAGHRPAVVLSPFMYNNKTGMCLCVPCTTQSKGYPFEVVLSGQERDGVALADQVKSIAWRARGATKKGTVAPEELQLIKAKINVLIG
Rv3671c protease – inhibits the M. tuberculosis serine protease Rv3671c; P9WHR9; inhibition, % at 5.96 µM; 320,000 tested, 0.048% active; in the data active = inhibition above about 38%;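 note: extracellular domain of Rv3671c used as enzyme; 0% = enzyme with DMSO and 100% = no enzyme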
DUSP3 inh – blocks human VHR1 dual specificity phosphatase | P51452 | AID 1654 | 290,000 tested, 0.52% active | inhibition, % at 13.3 µM | recombinant VHR phosphatase, pNPP absorbance; in the data active = inhibition above about 50%; note: some compounds called inactive have numbers as strong as hits
Target sequence (P51452 whole entry, looked up): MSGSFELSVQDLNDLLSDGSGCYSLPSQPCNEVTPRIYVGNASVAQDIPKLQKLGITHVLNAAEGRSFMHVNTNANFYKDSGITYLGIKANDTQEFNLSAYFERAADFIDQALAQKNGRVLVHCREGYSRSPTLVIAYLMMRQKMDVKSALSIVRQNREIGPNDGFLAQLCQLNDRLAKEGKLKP
Anthrax LF inh2 – blocks Bacillus anthracis lethal factor protease; multiplex microsphere protease cleavage assay, LF; inhibition, % at 10 µM; 360,000 tested, 0.12% active; note: plate controls were buffer without enzyme for full effect and enzyme alone for no effect
Target sequence (P15917 whole entry, looked up): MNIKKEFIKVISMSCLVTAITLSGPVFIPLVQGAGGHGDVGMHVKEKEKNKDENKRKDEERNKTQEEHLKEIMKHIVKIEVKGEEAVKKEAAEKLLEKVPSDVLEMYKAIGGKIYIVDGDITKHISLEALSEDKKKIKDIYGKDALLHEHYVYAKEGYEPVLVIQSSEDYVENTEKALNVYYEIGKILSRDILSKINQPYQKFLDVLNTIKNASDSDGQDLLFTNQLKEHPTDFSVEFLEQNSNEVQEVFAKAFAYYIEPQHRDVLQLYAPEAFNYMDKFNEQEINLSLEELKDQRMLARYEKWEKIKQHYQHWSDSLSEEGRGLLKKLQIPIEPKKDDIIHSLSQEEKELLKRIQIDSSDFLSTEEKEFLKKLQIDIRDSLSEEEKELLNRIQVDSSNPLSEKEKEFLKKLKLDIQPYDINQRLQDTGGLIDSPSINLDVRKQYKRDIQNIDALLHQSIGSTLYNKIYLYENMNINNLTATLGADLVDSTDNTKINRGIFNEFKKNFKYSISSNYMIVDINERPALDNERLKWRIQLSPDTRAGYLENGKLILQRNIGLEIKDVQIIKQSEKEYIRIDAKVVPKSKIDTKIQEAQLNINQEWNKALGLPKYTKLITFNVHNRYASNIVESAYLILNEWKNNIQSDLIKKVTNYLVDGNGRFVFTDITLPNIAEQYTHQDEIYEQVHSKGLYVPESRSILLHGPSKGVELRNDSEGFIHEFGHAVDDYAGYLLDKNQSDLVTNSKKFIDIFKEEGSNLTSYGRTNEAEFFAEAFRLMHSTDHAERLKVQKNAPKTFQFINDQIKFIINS
CCHFV vOTU inh – blocks the CCHF virus ovarian tumor domain protease; CCHFV vOTU protease, Pep-AMC fluorescence; inhibition, % at 11.5 µM; 370,000 tested, 0.55% active; in the data active = inhibition above about 30%; note: 0% = vehicle wells with enzyme and 100% = no enzyme wells
BoNT A protease – inhibitors of Botulinum neurotoxin A light chain protease | AID 588499 | inhibition, % at 10 µM | multiplex microsphere protease substrate cleavage, flow cytometry | 360,000 tested, 0.17% active; note: plate controls were buffer without enzyme for full effect and enzyme alone for no effect
SARS 3CLpro inh – SARS-CoV 3CLpro protease inhibition; inhibition, % at 6 µM; recombinant SARS-CoV 3CLpro, quenched FRET peptide cleavage; 290,000 tested, 0.14% active; P0C6X7; in the data active = inhibition above about 12%
PrPC surface inh – cell surface PrPC inhibition, primary TR-FRET screen. P04156. TR-FRET read-out. inhibition, % at 13.8 µM. 370,000 tested, 0.43% active; in the data active = inhibition above about 24%; note: 0% = median of the test wells and 100% = reference compound wells
SSB-PriA inh – inhibitors of Klebsiella pneumoniae PriA binding to SSB C-terminal tail; AlphaScreen SSBct-PriA binding, biotinylated peptide; inhibition, % at 33 µM; 430,000 tested, 0.6% active; AID 1272365; in the data active = inhibition mostly above about 37%, no sharp cut-off; inactive = mostly below about 20%;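 note: plate controls were negative control peptide for no effect and reference peptide for full effect; strong numbers were not always called active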
An asterisk follows results filed as active; ? = inconclusive; · = no result given; & = joins results of further samples. Cut-off read from the data, not from the text of the source, unless noted: active = inhibition above about 30%; inconclusive = no clear call, values can overlap the other calls; inactive = below that.

Sample of the layout (2 entries):
SMILES	BoNT-F LC inh	MazEF act	Rv3671c protease	DUSP3 inh	Anthrax LF inh2	CCHFV vOTU inh	BoNT A protease	SARS 3CLpro inh	PrPC surface inh	SSB-PriA inh
CCN(CC)C(=O)c1c[nH]c2ccc(S(=O)(=O)Nc3cc(C)cc(C)c3)cc2c1=O	-12	-1	2	12	0	4	-0.7	4	-5	1
CC(C)C(c1nnnn1Cc1ccc(F)cc1)N1CCN(C2CCCC2)CC1 (centres undefined)	-5	9	3	22	-4	-5	-0.4	7	-5	-8

The whole of this part, from the start:
SMILES	BoNT-F LC inh	MazEF act	Rv3671c protease	DUSP3 inh	Anthrax LF inh2	CCHFV vOTU inh	BoNT A protease	SARS 3CLpro inh	PrPC surface inh	SSB-PriA inh
CCN(CC)C(=O)c1c[nH]c2ccc(S(=O)(=O)Nc3cc(C)cc(C)c3)cc2c1=O	-12	-1	2	12	0	4	-0.7	4	-5	1
CC(C)C(c1nnnn1Cc1ccc(F)cc1)N1CCN(C2CCCC2)CC1 (centres undefined)	-5	9	3	22	-4	-5	-0.4	7	-5	-8
Cc1ccc(CSc2nnc(-c3ccncc3)n2C)cc1	9	0	-14	36	2	-8	2.2	5	7	-9
COCCNC(=O)CSc1nnc(NC(=O)C2CC(=O)N(c3ccccc3OC)C2)s1 (centres undefined)	-5	1	8	-9	-1	-8	-2.2	0	-5	2&-6
COc1ccc(C(=O)NCC(=O)OCc2csc(-c3ccccc3)n2)cc1	1	4	2	7	1	-2	0.5	-3	2	-6
COc1ccc(OCCSc2nnc(-c3ccccc3)n2N)cc1	12	7	10	19	3	2	0.6	6	1	-10
O=S(=O)(NCc1cccs1)c1cccc2cccnc12	-3	1	2	14	0	-11	-2.2	-1	-8	-11
Cc1c(Cl)cccc1NC(=O)Cn1c(-c2ccc(F)cc2)noc1=O	-4	-20	-10	1	-4	5	-0.7	3	-5	-1
COc1cc(C2c3c(c(C)c(C)oc3=O)Oc3c(C)c(C)oc(=O)c32)ccc1OS(=O)(=O)c1ccc(C)cc1	1	-31	-17	·	3	-6	-0.1	·	3	4
CN1CCCN(C(=O)CNC(=O)c2ccccc2F)CC1	-1	-4	-2	·	-5	16	-0.3	·	8	-9
Cc1ccc(S(=O)(=O)N2CC(O)CC2C(=O)NCc2ccc3c(c2)OCO3)cc1 (centres undefined)	-4	3	7	4	-3	-13	-0.2	2	2	-7
Cc1cccc(C(=O)O/N=C/c2ccc(Br)cc2)c1	-1	-3	4	12	-2	9	0.5	-4	1	·
CCOc1ccccc1-c1cnc(NC)cn1	-3	·	·	·	-1	-182	-0.2	·	10	·
C[C@H](NC(=O)c1ccco1)C(=O)NC1CCCCCC1	2	6	-2	·	0	14	1.0	·	-6	2
CCN(c1ccc(Cl)cc1)S(=O)(=O)c1nnc(NC(=O)C(C)C)s1	-27	4	·	-3	-6	0	-5.9	-1	6	7
CSc1ccc(C(=O)C2CCCN(S(=O)(=O)N(C)C)C2)cc1 (centres undefined)	3	2	-3	3	0	-5	0.0	-2	13	-12
CC(C)(C)C1CCC(=NNC(=O)c2cc3c(s2)CCCC3)CC1 (centres undefined)	-9	2	-2	26	-4	21	-0.3	10	9	-1
CC(=O)c1ccc(NC(=S)NC(NC(=O)c2ccco2)C(Cl)(Cl)Cl)cc1 (centres undefined)	-1	0	-31	26	-3	5	0.1	1	12	4
CN(CCc1ccccc1)C(=O)c1cccc(NC(=O)Cc2cccc(NC(=O)C3CCCN(C(=O)C4CCCCC4)C3)c2)c1 (centres undefined)	-20	0	·	·	-6	18	-1.6	·	11	-3
COc1ccc(NC2C=CS(=O)(=O)C2)c(OC)c1 (centres undefined)	-11	6	13	18	2	-6	-0.1	0	-3	6
C=C(C)CSc1nc2sc3c(c2c(=O)n1-c1ccccc1)CCN(C)C3	9	5	-3	24	16	-30	37*	0	-2	-6
Cc1cc([N+](=O)[O-])ccc1NC(=O)CCC(=O)N1CCCCC1	-2	4	7	32	1	11	3.2	-1	-8	2
Cc1ccc(C(=O)NC(Cc2c[nH]c3ccccc23)C(=O)O)cc1 (centres undefined)	0	-2	-4	27	-2	-8	?	-2	-4	-1
Nc1ccc(C(=O)Nc2ccc(OC(F)(F)C(F)F)c(NC(=O)c3ccc(N)cc3)c2)cc1	-4	10	1	-4	-5	6	-1.5	0	-3	8
COC(C(=O)Nc1ccnn1C1CCN(Cc2cccc(C)n2)CC1)c1ccccc1 (centres undefined)	-6	-15	-3	24	-4	-1	-1.7	7	-8	-13
O=C(CN(Cc1ccco1)C(=O)c1ccccc1F)Nc1ccccc1C(F)(F)F	9	0	-9	·	-14	5	-0.2	·	-6	-9
CC(C)C(c1nnnn1C(C)(C)C)N1CCN(Cc2cccnc2)CC1 (centres undefined)	-7	8	8	4	-2	4	-0.9	-3	8	-3
OC1C(O)C(O)C(O)C(O)C1O (centres undefined)	4&-5&9	1&13&2	2&-2&3	·	6&-1&-8	1&4&1	0.3&-0.2&-0.2	·	5&2&-8	4
CCOc1cccc(C(=O)Nc2cnn(Cc3ccccc3)c2)c1	6	7	-7	27	-5	5	-0.2	-1	14	-2
CC(=O)C1=C(C)NC(SCc2ccc(C#N)cc2)=C(C#N)C1c1ccco1 (centres undefined)	-3	1	1	-7	2	-4	0.4	6	-4	-10
Cc1ccc(-c2noc(C3CCCN(C(=O)c4ccccc4Br)C3)n2)o1 (centres undefined)	3	14	-4	-14	11	1	1.1	0	4	0
COc1cc(OC)cc(C(=O)NNC(=O)CCNS(=O)(=O)c2ccc(C)c(C)c2)c1	1	-2	·	·	0	-6	1.9	·	-2	6
COc1cccc2cc(C(=O)N3CCc4ccccc43)c(=O)oc12	-7	7	7	21	0	0	-0.8	1	-6	-16
COc1ccc(C2C(C(N)=O)=C(C)Nc3nc(-c4ccccc4)nn32)cc1OC (centres undefined)	2	13	-3	38	-1	-7	0.0	-4	9	-4
COc1ccc2[nH]c(C(=O)O)c(NC(=O)c3cc(OC)c(OC)c(OC)c3)c2c1	-15	1	·	-22	-4	3	1.6	2	-2	6
COc1cc(CNC2CCCC2)c(Br)cc1OCc1ccccc1	-11	6	-5	15	-2	-12	0.6	3	-5	1
Cc1ccc(S(=O)(=O)N2CCOCC2)cc1C(=O)N1CCN(S(=O)(=O)c2ccccc2F)CC1	-4	11	·	·	0	-10	-0.1	·	4	-4
COC(=O)c1c(-c2ccc(C)cc2)csc1NC(=O)C1CC=CCC1C(=O)O (centres undefined)	3	-7	2	-2	0	2	-1.4	2	1	7
O=S(=O)(Nc1ccc(Cl)cn1)c1cnc(Cl)c(Br)c1	-3	-1	-4	0	7	-11	-0.2	-2	0	-20
Cn1c(/C=C/N(Cc2ccccc2)c2ccccc2)c([N+](=O)[O-])c(=O)n(C)c1=O	-5	-1	-8	28	3	6	0.3	3	5	12
O=C(NC1CCCCC1)C1CCN(c2ncccn2)CC1	1	9	0	10	-1	2	-0.8	-1	7	-6
NC(=O)c1ccc(NC(=O)CSc2nnc(-c3ccccn3)n2N)cc1	1	-1	2	14	-2	-5	-0.3	5	-1	-8
CN(C)S(=O)(=O)c1cccc(-c2nn(-c3ccccc3)cc2/C=C2\SC(=S)N(CC(=O)O)C2=O)c1	-9	-6	-8	25	8	12	0.0	5	3	7
Cc1ccc(NC(=O)COS(=O)c2ccc(C)cc2)cc1 (centres undefined)	-3	1	-8	11	1	-9	0.1	-6	3	-4
O=C(NCCc1nnc2ccc(NCc3ccc(Cl)cc3)nn12)c1ccccc1	2	2	15	24	-3	6	0.8	1	-3	-2
Cc1ccc(C)c(NC(=O)C2COc3ccccc3O2)c1 (centres undefined)	-36	7	4	32	-5	8	-2.8	-2	2	-27
O=C(C1=C[C@H](c2ccc(Br)cc2)C[C@H](OCCCCO)O1)N1CCN(Cc2ccccc2)CC1	-5	-8	7	12	-3	11	-0.1	2	-1	42*
Cc1ccc(-c2cccc(CN3CCN(C4CCN(C(C)C)CC4)C(CCO)C3)c2)o1 (centres undefined)	2	4	0	18	-3	-4	-1.0	2	2	-7
COc1ccc(-n2nc(C(=O)NCC(=O)N3CCC(C)CC3)c3ccccc3c2=O)c(OC)c1	3	3	-4	36	-4	-5	0.7	-4	-3	4
c1ccc(CC2CCN(c3nnnn3-c3ccccc3)CC2)cc1	-35	-2	4	-4	-4	8	-1.5	-1	9	-23
CN1CCN(C(=O)c2ccc3c(=O)n4c(nc3c2)CCCCC4)CC1	-20	3	0	32	0	3	-0.2	-2	1	-4
CCC(C)NC(=O)c1cn(-c2cccc(C)n2)cn1 (centres undefined)	21	1	-1	26	4	7	0.8	-3	1	-1
CCc1cccc(C)c1NC(=O)COC(=O)C(NS(=O)(=O)c1ccc(Cl)cc1)C(C)O (centres undefined)	-11	0	-12	-13	-2	4	-0.6	1	5	-6
CC1=C/C(=C(\c2cc(C)c(O)c(Br)c2)c2ccccc2S(=O)(=O)O)C=C(Br)C1=O	?	-22	-16	18	-26	11	-6.6	4	-117	·
Cc1c(Cl)cnc(NC(=O)COC(=O)C2CCCC2)c1Cl	-7	-6	-4	·	3	9	-1.0	·	-1	-6
COc1ccc(S(=O)(=O)NC(=O)C2(C)CCN2C(=O)CC2CC2)cc1 (centres undefined)	-1	·	·	·	2	20	-0.2	·	-5	·
CC(C)CNC(=O)c1ccc(C2SCC(=O)N2Cc2ccccc2)cc1 (centres undefined)	-1	9	0	1	-14	5	-0.6	6	0	-5
CSc1nc(N)c(N=Nc2ccc([As](=O)(O)O)cc2)c(=O)[nH]1	0	-1	-11	27	-3	0	-4.1	-2	-23	8
CC1N/C(=C\C(=O)c2ccccc2)N(O)C1(C)C (centres undefined)	5	9	11	22	-1	26	-0.3	-2	4	·
COc1ccccc1COc1ccc2c(C)c(CCC(=O)O)c(=O)oc2c1C	-13	3	-4	24	1	-11	-0.3	12	5	18
Carrying on:
SMILES	BoNT-F LC inh	MazEF act	Rv3671c protease	DUSP3 inh	Anthrax LF inh2	CCHFV vOTU inh	BoNT A protease	SARS 3CLpro inh	PrPC surface inh	SSB-PriA inh
CN(C)C(=O)Oc1ccc(OC(=O)N(C)C)cc1	4	-18	-3	30	-4	-4	-0.2	-4	3	-9
O=S(=O)(Nc1ccc(Cl)cn1)c1ccc(Cl)cc1	-12	-17	4	10	-1	17	-2.1	1	12	-5
O=C(NCc1ccc(F)cc1F)[C@@H]1CCCN1C(=O)[C@@H]1CCCN1	9	·	·	·	-5	0	0.1	·	-7	·
N/C(=N\O)c1ccccc1N1CCCCC1	1	-3	-8	18	3	-4	0.2	2	4	·
CC1(C)CC(NC(=O)C(Cl)(Cl)Cl)CC(C)(C)N1	-3	-7	0	-7	-1	0	-0.7	1	8	7
O=C(NCc1ccc(Cl)cc1)c1noc2c1CCCC2	-4	14	1	-15	-6	0	-1.3	0	8	-12
N#Cc1nc(-c2cccc3ccccc23)oc1NCCN1CCOCC1	-9	-1	3	30	-4	·	-1.4	7	·	-16
CCOc1ccc(C(=O)NCC(=O)N2CCC3(CC2)NCCc2[nH]cnc23)cc1	-8	6	2	-20	-2	-4	-1.8	1	0	10
CCOC(=O)N1CCN(C(=O)c2ccc(CNS(=O)(=O)c3ccc(OC)cc3)cc2)CC1	23	1	-1	21	0	6	0.3	1	-3	-9
O=C(CC1CCCCC1)NCCCN1CCOCC1	3	2	-2	6	-2	-15	-0.1	-8	-1	-2
COc1ccc2c(c1OC)C(=O)N1c3cccc(Cl)c3C(=O)OC21 (centres undefined)	0	-3	-2	41	2	-13	-0.1	5	-3	-1
O=C(NCCc1ccccc1)C1CCCN(C(=O)Nc2ccc(F)cc2)C1 (centres undefined)	3	5	-2	26	0	9	-0.7	-2	5	2
CCOc1ccccc1/C=N/NC(=O)c1cc(C(C)C)[nH]n1	-15	10	-4	1	4	8	-1.0	-5	-3	·

As a working copy, 2 of the compounds above:
SMILES	BoNT-F LC inh	MazEF act	Rv3671c protease	DUSP3 inh	Anthrax LF inh2	CCHFV vOTU inh	BoNT A protease	SARS 3CLpro inh	PrPC surface inh	SSB-PriA inh
O=C(NCCc1ccccc1)C1CCCN(C(=O)Nc2ccc(F)cc2)C1 (centres undefined)	3	5	-2	26	0	9	-0.7	-2	5	2
CCOc1ccccc1/C=N/NC(=O)c1cc(C(C)C)[nH]n1	-15	10	-4	1	4	8	-1.0	-5	-3	·

These rows are one share of the data. The share of hits here may be higher or lower than overall.
